CHT block: inhibitors of human choline transporter CHT. CHT-expressing cells, membrane potential dye, choline response; stronger effect = lower value. B-score at 10 µM. 310,000 compounds, 0.86% hits. AID 488975;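 active = B-score over 3 SD under the library average, and starting fluorescence ratio not unusually high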;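 note: choline stimulus applied at its EC90 after an EC20 pre-addition; B-score computed on integrated fluorescence ratio after choline addition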
Target sequence (Q9GZV3 whole entry, looked up): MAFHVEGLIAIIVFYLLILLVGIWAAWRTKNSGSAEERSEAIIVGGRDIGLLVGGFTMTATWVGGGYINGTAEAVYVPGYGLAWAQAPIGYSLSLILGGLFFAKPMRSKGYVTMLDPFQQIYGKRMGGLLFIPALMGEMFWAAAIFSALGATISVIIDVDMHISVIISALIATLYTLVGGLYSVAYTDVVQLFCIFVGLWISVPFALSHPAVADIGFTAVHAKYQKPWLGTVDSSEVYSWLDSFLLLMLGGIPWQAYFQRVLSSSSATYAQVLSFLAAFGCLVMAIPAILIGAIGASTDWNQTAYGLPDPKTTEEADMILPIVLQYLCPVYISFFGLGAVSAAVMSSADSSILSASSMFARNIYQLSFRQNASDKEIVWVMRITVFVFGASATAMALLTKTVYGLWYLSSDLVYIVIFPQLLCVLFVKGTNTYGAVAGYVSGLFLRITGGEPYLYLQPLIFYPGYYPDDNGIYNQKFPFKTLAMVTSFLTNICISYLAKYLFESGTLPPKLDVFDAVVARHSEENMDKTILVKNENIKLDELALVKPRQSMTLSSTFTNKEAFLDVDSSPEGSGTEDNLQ
CHT PAM: allosterically activates the human high affinity choline transporter; AID 488977; Q9GZV3; 310,000 compounds, 0.49% hits; CHT-expressing cells, membrane potential dye, choline EC20; stronger effect = higher value; LV-AA mutant CHT in HEK293 cells; B-score at 10 µM;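 active = initial fluorescence not abnormally high and integrated response B-score, plate-corrected, over 3 SD above library mean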
Starred values were filed as active, the others as inactive; i = inactive.

SMILES	CHT block	CHT PAM
CN(CC(=O)Nc1ccc(F)c(F)c1F)C(=O)c1ccc(=O)[nH]c1	i	i
Cc1ccccc1-c1noc(-c2ccccc2C(=O)NCc2ccco2)n1	i	i
CCOc1c2ccc(C(=O)NCc3ccco3)cc2nn1CCOC	i	i
CS(=O)(=O)c1ccc(C(=O)Nc2cc(S(C)(=O)=O)ccc2Cl)cc1	i	i
Cc1ccc(S(=O)(=O)N2CCOCC2)c2nsnc12	i	i
Cc1cc(C)nc(NC(=O)c2ccc(Br)cc2)n1	i	i
O=c1n(-c2ccccc2)c(=O)n2n1CCCC2	i	i
O=C(CSc1ccc(Cl)cc1)Nc1ccc(N2CCN(c3ccccc3)CC2)c(F)c1	i	i
COc1ccc(C2Nc3ccccc3C(=O)N2C2CCCCC2)cc1 (stereo not given)	i	i
Cc1ccc(N2C(=O)N3[C@H]4c5ccccc5OC[C@@H]4[C@@H](c4ccccc4)[C@@]3(C)C2=O)cc1	i	i
Cc1ccc(-c2nnc(NCc3nc4ccccc4[nH]3)c3ccccc23)cc1S(=O)(=O)N1CCCCC1	i	i
COc1ccc(C(=O)NCC(=O)N/N=C/C=C/c2ccccc2)cc1OC	i	i
CCCC[C@@H]1CNC(=O)C(=O)N1CCc1cc(C(F)(F)F)cc(C(F)(F)F)c1	i	i
C=CCn1c(N)c(S(=O)(=O)c2cccs2)c2nc3ccccc3nc21	i	i
O=C(Nc1ccc(F)cc1F)c1ccc2c(c1)OCCO2	i	i
CCCCN(CC)CCNC(=O)Cn1cnc2sc(C)c(S(=O)(=O)N3CCC(C)CC3)c2c1=O	i	i
CCOC(=O)CCNc1n[nH]c(=O)[nH]c1=O	i	i
CC1(C)CC(=O)C(CS(=O)(=O)c2ccccc2)=C(O)C1	i	i
COc1ccc(-c2ccc([C@H]3[C@H]4C=CC[C@@H](C)[C@@H]4C(=O)N3Cc3ccccc3)c(F)c2)cc1OC	i	i
COc1ccc(Nc2nc(N)nc(CN3CCC(C)CC3)n2)cc1	i	i
Cc1nc(S(=O)(=O)Nc2ccccc2C(=O)NCC2CC2)cn1C	i	i
CN(C)C1=NCCN1CC1CCCCCC1	i	i
Cn1c(NCC(O)c2ccccc2)nc2c1c(=O)n(Cc1ccc(Cl)c(Cl)c1)c(=O)n2C (stereo not given)	i	i
CCCn1c(SCC(=O)NC2CCCC(C)C2C)n[nH]c1=O (stereo not given)	i	i
COc1ccc(C(=O)NCCNc2nc3c(C)cccc3cc2C#N)cc1OC	i	i
CC(C)(C)C(=O)N1CCN(c2ncnc3scc(-c4ccccc4)c23)CC1	i	i
CC1CCC2(CC1)NC(=O)N(CC(=O)c1cn(CCC#N)c3ccccc13)C2=O (stereo not given)	i	i
CCOc1ccc(Cc2nnc(N)s2)cc1OCC	i	i
O=C(Nc1ccc(C(=O)O)cc1)/C(=C/c1ccc2c(c1)OCO2)NC(=O)c1cccc(Br)c1	i	i
CCc1ccccc1N(CC(=O)N1CCCCC1)S(=O)(=O)c1ccccc1	i	i
Cn1c2c(c(=O)n(C)c1=O)CN(CC1CCCO1)CN2 (stereo not given)	i	i
CC(=O)Nc1ccc(OCCOc2ccccc2C(C)=O)cc1	i	i
S=c1[nH]cc(-c2ccc(Cl)cc2)n1Cc1ccccc1	i	i
CCCCN(C)CCCNC(=O)C1CCC(CNS(=O)(=O)c2c(C)cc(C)cc2C)CC1 (stereo not given)	i	i
CCN(CC)C(=O)Cn1cc(C(=O)C(=O)Nc2ccc3c(c2)OCCO3)c2ccccc21	i	i
Brc1ccc(-c2cn3c(n2)SCC3)cc1	i	i
CCOC(=O)COn1c(=O)c(=O)n(O)c2ccccc21	i	i
C=CCOc1ccc(C2/C(=C(\O)c3ccc(F)cc3)C(=O)C(=O)N2CCCN(C)C)cc1 (stereo not given)	i	i
C(=N\n1cnnc1)/c1cn(Cc2ccccc2)c2ccccc12	i	i
CN(C(=S)Nc1ccccc1F)C1(c2ccccc2Cl)CCCCC1=O (stereo not given)	i	i
COc1cc([N+](=O)[O-])cc2cc(C(=O)NC(C)(C)C)c(=O)oc12	i	i
COc1cccc(C2=NOC(C(=O)Nc3ccc(C(C)=O)cc3)C2)c1 (stereo not given)	i	i
CSc1ccc(/C=N/N2CCN(Cc3ccc(C)cc3C)CC2)cc1	i	i
CC(NC(=O)COc1ccccc1)C(c1ccccc1)N1CCN(C)CC1 (stereo not given)	i	i
CC1CCc2sc(C(=O)NCC(C)(C)N3CCOCC3)cc2C1 (stereo not given)	i	i
O=C(CSc1nnc2ccccn12)Nc1ccccc1C(=O)O	i	i
Cc1ccc(CNc2nc3ccccc3n2C)o1	i	i
CN(c1cccc(NC(=O)c2cccc([N+](=O)[O-])c2)c1)S(C)(=O)=O	i	i
O=C(O)CC1S/C(=N/N=C/C=C/c2ccccc2)NC1=O (stereo not given)	i	i
COc1ccc([C@@H]2C[C@@H](c3ccccc3)Oc3c(C)ccc(C(C)C)c32)cc1	i	i
CCn1c(SCC(=O)N2CCCCCC2)nc2c(c1=O)SCC2	i	i
NC(=O)NC(=O)CSc1cccc(C(F)(F)F)c1	i	i
C[C@@H](C(=O)N1CCN(Cc2ccc3c(c2)OCO3)CC1)n1nnc2ccccc2c1=O	i	i
O=C(Nc1nc2ccc(S(=O)(=O)N3CCCCC3)cc2s1)c1cccnc1	-5.5*	i
N/C(Cc1ccc(Cl)cc1Cl)=N\OC(=O)c1cccs1	i	i
Cc1nc2ccccc2c(=O)n1/N=C/c1ccccc1	i	i
Cc1cc(C)c2c(c1)/C(=N/NS(=O)(=O)c1ccccc1)CCC2	i	i
COC(=O)c1ccc(CNC(=O)Cn2cnnn2)cc1	i	i
CCCOC(=O)CC1C(=O)NCCN1Cc1ccc(F)cc1 (stereo not given)	i	i
O=C(Nc1nc2cc3c(cc2s1)OCCO3)C1=COCCO1	i	i

Next entries follow.
SMILES	CHT block	CHT PAM
CCS(=O)(=O)NCc1ccc2[nH]c3c(c2c1)CCCC3	i	i
CC(=O)n1cc(N(C(=O)CCl)c2ccc(Cl)cc2)c2ccccc21	i	i
CCOC(=O)c1c(NC(=O)CSc2nccc(=O)[nH]2)sc(C)c1C	i	i
COc1ccc(NS(=O)(=O)c2cc(NC(=O)c3cc(F)c(F)c(F)c3F)ccc2N2CCCC2)cc1	i	i
O=c1cc(CN2CCOCC2)nc(C2CC2)[nH]1	i	i
OCC1CCCN(C(=S)Nc2ccc(Oc3ccccc3)cc2)C1 (stereo not given)	i	i
COC(=O)c1cccc(S(=O)(=O)N(Cc2ccco2)Cc2cc3ccc(OC)cc3[nH]c2=O)c1	i	i
COC(=O)CNC(=O)CN1C(=O)NC2(CCCc3ccccc32)C1=O (stereo not given)	i	i
COc1ccc(N2CC(NC(=O)c3ccc4ccccc4c3)CC2=O)cc1OC (stereo not given)	i	i
Cc1ccsc1/C=N/N=C/c1sccc1C	i	i
CCCCn1c(N)c(N(CCOC)C(=O)c2ccc(Cl)c(S(=O)(=O)N3CCCC3)c2)c(=O)[nH]c1=O	i	i
CCn1c(=O)c(C(=O)NCc2ccccc2OC)c(O)c2ccccc21	i	i
CCOc1cc(C(=S)N2CCOCC2)ccc1OC	i	i
CCOC(=O)N1CCC(Nc2c(Nc3ccc(C)c(C)c3)c(=O)c2=O)CC1	i	i
Cn1c(SCc2ccc(F)cc2)nnc1-c1ccccn1	i	i
COc1ccc(-n2c(=O)c3ccccc3c3ccccc3c2=O)c(OC)c1	i	i
CC(C)[C@H](NC(=O)c1cc2cc(Cl)ccc2n1C)C(=O)N[C@@H](C(=O)O)c1ccccc1	i	i
Cc1cccc(NC(=O)CN2CCCN(S(=O)(=O)c3ccc(Br)s3)CC2)c1	i	i
CCC(=O)N/N=C(\C)CC(=O)Nc1ccc(F)cc1	i	i
CC1CCCCN1S(=O)(=O)c1ccc(NC(=O)CSc2nnnn2C)cc1 (stereo not given)	i	i
Cc1ccccc1-n1c(Cn2c(=O)sc3ccccc32)nnc1SC(C)C	i	i
CCOC(=O)Cn1c(-c2ccccc2)cc(SC)c(C#N)c1=O	i	i
CCn1c(SCC(=O)Nc2ccccc2OC)nc(O)cc1=O	i	i
O=C(OCc1ccccc1Cl)c1cccnc1Cl	i	i
Oc1ccc(CNCC2COc3ccccc3O2)cc1 (stereo not given)	i	i
COc1cc2c(cc1OC)C(c1ccc([N+](=O)[O-])cc1)NC(=O)C2 (stereo not given)	i	i
O=C1CC(O)(C(F)F)Oc2ccc3ccccc3c21 (stereo not given)	i	i
COc1cccc(NC(=O)Cn2c(CCC(=O)O)ccc2-c2cccs2)c1	i	i
Cn1nc(N)c2c(-c3ccc(Cl)cc3)c(C#N)c(N)nc21	i	i
CC(C)(C)NC(=O)NC(=O)COC(=O)CNC(=O)c1cccc(F)c1	i	i
NC(=O)c1cc(S(=O)(=O)NC2CCCCC2)co1	i	i
CC(C)(C)NC(=O)COC(=O)c1ccccc1C(=O)c1ccccc1	i	i
Cc1cc[n+](-c2[nH]c(=O)sc2/C=N/NC([S-])=Nc2ccccc2)cc1	i	i
COc1ccc(NC(=O)Nc2cccc(OC)c2)cc1	i	i
Cc1ccc(S(=O)(=O)NNC(=S)Nc2ccccc2)cc1	i	i
O=C(CN(Cc1cccs1)C(=O)CNS(=O)(=O)c1ccc(F)cc1)NCC1CCCO1 (stereo not given)	i	i
CCOc1ccccc1NC(=S)NCc1ccco1	i	i
O=C1CSC(=Nc2cccc(Cl)c2Cl)N1	i	i
COC(=O)Cc1c(C)c2ccc(OC3CCCCC3=O)cc2oc1=O (stereo not given)	i	i
CCc1noc(C)c1C(=O)N1CCCC(CCC(=O)NCc2ccc(F)c(F)c2)C1 (stereo not given)	i	i

Part of the list above in a different format:
SMILES | CHT block | CHT PAM
CCn1c(SCC(=O)Nc2ccccc2OC)nc(O)cc1=O | i | i
O=C(OCc1ccccc1Cl)c1cccnc1Cl | i | i
Oc1ccc(CNCC2COc3ccccc3O2)cc1 (stereo not given) | i | i
COc1cc2c(cc1OC)C(c1ccc([N+](=O)[O-])cc1)NC(=O)C2 (stereo not given) | i | i
O=C1CC(O)(C(F)F)Oc2ccc3ccccc3c21 (stereo not given) | i | i
COc1cccc(NC(=O)Cn2c(CCC(=O)O)ccc2-c2cccs2)c1 | i | i
Cn1nc(N)c2c(-c3ccc(Cl)cc3)c(C#N)c(N)nc21 | i | i
CC(C)(C)NC(=O)NC(=O)COC(=O)CNC(=O)c1cccc(F)c1 | i | i
NC(=O)c1cc(S(=O)(=O)NC2CCCCC2)co1 | i | i
CC(C)(C)NC(=O)COC(=O)c1ccccc1C(=O)c1ccccc1 | i | i
Cc1cc[n+](-c2[nH]c(=O)sc2/C=N/NC([S-])=Nc2ccccc2)cc1 | i | i
COc1ccc(NC(=O)Nc2cccc(OC)c2)cc1 | i | i
Cc1ccc(S(=O)(=O)NNC(=S)Nc2ccccc2)cc1 | i | i
O=C(CN(Cc1cccs1)C(=O)CNS(=O)(=O)c1ccc(F)cc1)NCC1CCCO1 (stereo not given) | i | i
CCOc1ccccc1NC(=S)NCc1ccco1 | i | i
O=C1CSC(=Nc2cccc(Cl)c2Cl)N1 | i | i

Further compounds follow:
SMILES	CHT block	CHT PAM
O=C1Cc2cc(NS(=O)(=O)c3ccc(F)cc3)cc3c2N1CCC3	i	i
CN(CCOc1ccc(Cl)cc1)CC(=O)Nc1ccc(OC(F)F)cc1	i	i
Cc1ccccc1NC(=O)CSc1nc2cc3c(cc2cc1C)CCC3	i	i
CN(c1ccccc1C(=O)Nc1cccc([N+](=O)[O-])c1)S(C)(=O)=O	i	i
O=C(c1ccccc1)c1nn(-c2cccc(Cl)c2)ccc1=O	i	i
O=C(COc1ccc2c3c(c(=O)oc2c1)CCC3)N[C@@H](Cc1ccccc1)C(=O)O	i	i
CS(=O)(=O)N1CCN(c2ccc([N+](=O)[O-])c(SCc3ccco3)c2)CC1	i	i
COc1ccc(NC(=S)Nc2nc(CC(=O)Nc3ccccc3OC)cs2)cc1	i	i
COc1ccc(CCN(Cc2cccs2)S(=O)(=O)c2ccc(-n3cnnn3)c(OC)c2)cc1OC	i	i
CC(=O)c1ccc(NC(=O)Nc2ccc(Br)cc2C)cc1	i	i
O=C(c1ccc(Br)o1)N(c1ccc(Br)cc1)C1C=CS(=O)(=O)C1 (stereo not given)	i	i
O=C(Nc1ccc(S(=O)(=O)N2CCOCC2)cc1)c1ccc(F)cc1	i	i
Cc1ccc2nc3c(cc(C#N)c(=N)n3Cc3cccnc3)c(=O)n2c1	i	8.5*
COC(=O)[C@]1(C)CCC[C@@]2(C)C3CC[C@@]4(C)C[C@]3(CC[C@H]12)C[C@H]4O (stereo not given in full)	i	i
CCc1ccc(S(=O)(=O)c2n[nH]n3c2nc(=O)c2ccccc23)cc1	-4.9*	i
Cc1ccc(NC(=O)c2sc(N)nc2-c2ccccc2)cc1C	i	i
CCc1noc(C)c1C(=O)Nc1ccc(Cl)c(S(=O)(=O)N2CCCCC2)c1	i	i
CCOC(=O)N1CCN(S(=O)(=O)c2ccc(OCC(=O)OC)cc2)CC1	i	i
Cc1ccc2c(C)c(C(=O)NCCc3ccco3)oc2c1C	i	i
CCOc1ccc(-c2nnn(CCC#N)n2)cc1OC	i	i
O=C(COc1ncnc2ccccc12)N1CCN(C(=O)c2ccco2)CC1	i	i
O=C(Nc1ccc(Nc2ccccc2)cc1)c1ccc(Br)cc1	i	i
O=C(c1ccc(S(=O)(=O)c2ccccc2)cc1)N1CCc2ccccc2C1	i	i
CCOCCn1ccc2c(OCC(=O)NCCc3ccc(OC)c(OC)c3)cccc2c1=O	i	i
C/C(=N\N=c1/sc2ccccc2n1C)c1ccccn1	i	i
CCCc1nn(CCc2ccccn2)c(N)c1CC	i	i
CCC(C(=O)NCCc1ccc(S(N)(=O)=O)cc1)c1ccccc1 (stereo not given)	i	i
Cc1oc(-c2cccc(C(F)(F)F)c2)nc1CN1CCC[C@H]1CO	i	i
Cc1ccccc1OCCCCn1cnc2ccccc21	i	i
CC(=O)Cn1c(CN2CC(C)CC(C)C2)nc2c1c(=O)n(C)c(=O)n2C (stereo not given)	i	i

Nothing new here: 2 of the compounds above.
SMILES	CHT block	CHT PAM
O=C(COc1ncnc2ccccc12)N1CCN(C(=O)c2ccco2)CC1	i	i
O=C(Nc1ccc(Nc2ccccc2)cc1)c1ccc(Br)cc1	i	i
